Compound activity (PubChem)
NR2E3 ag-1: agonists of human NR2E3 nuclear receptor; AID 602229; inhibition of corepressor binding, % at 3.98 µM; 360,000 compounds, 0.35% hits; CHO-S Gal4-NCOR/VP16-NR2E3 two-hybrid, luciferase;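 active means inhibition above the mean of all tested compounds plus 3 SD, cut at about 70% in these data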;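 further: 0% = DMSO with NR2E3 transfected cells and 100% = cells lacking NR2E3 construct; higher means lower luciferase signal from less NR2E3 corepressor binding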
Target sequence (Q9Y5X4 whole entry, looked up, the tested form may be a part): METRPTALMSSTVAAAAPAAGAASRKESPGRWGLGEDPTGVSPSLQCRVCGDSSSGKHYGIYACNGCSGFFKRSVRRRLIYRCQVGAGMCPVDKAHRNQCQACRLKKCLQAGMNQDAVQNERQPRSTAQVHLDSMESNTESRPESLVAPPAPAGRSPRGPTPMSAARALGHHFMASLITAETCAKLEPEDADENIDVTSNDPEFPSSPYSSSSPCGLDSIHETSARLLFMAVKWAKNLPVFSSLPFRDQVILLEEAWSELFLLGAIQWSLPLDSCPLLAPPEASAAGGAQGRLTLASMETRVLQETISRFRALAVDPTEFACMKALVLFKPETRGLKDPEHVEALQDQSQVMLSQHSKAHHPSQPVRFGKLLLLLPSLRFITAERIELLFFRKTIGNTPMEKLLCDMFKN
NR2E3 ag-2: activates human photoreceptor nuclear receptor NR2E3; GST-NR2E3/biotin-RetCOR TR-FRET, 1536-well; inhibition of corepressor binding, % at 4.78 µM; AID 2300; 320,000 compounds, 0.12% hits;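 active means percent inhibition above the cutoff of mean plus 3 SD of all tested compounds, set per screening campaign, cut at about 20% in these data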;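 further: 0% = DMSO wells and 100% = biotin wells as full block of FRET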
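Material: NR2E3–RetCOR corepressor complex | Quantity: 1.35 nM GST-tagged NR2E3 final | Schedule: 5 h at 4 °C | Replication: Singlicate compound wells | Reagent: RetCOR corepressor, biotinylated, 7 nM | Controls: Biotin wells as high control, 0.6% DMSO wells as low control | Signal: TR-FRET, Eu(K)-anti-GST donor, streptavidin-D2 acceptor, ex 340, em 617/671 nm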
Peg3 prom inh: Peg3 promoter activity inhibition; HeLa PEG-Prom luciferase reporter, luminescence, overnight; inhibition, % at 20 µM; 360,000 compounds, 1.7% hits; AID 588405;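 active means inhibition of at least 50% at 20 µM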
KKLEB cytotox: counter-screen for CF NF-kB inhibitors: cytotoxicity. KKLEB CF airway cells viability, ATPlite luminescence, overnight; stronger effect = lower value; cells stimulated with P. aeruginosa culture filtrate. activity change (cytotoxicity), % at 5 µM. 360,000 compounds, 0.36% hits;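 active means corrected activity change at or below -50% at 5 µM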
MITF TRPM1 inh: reduces MITF-dependent TRPM1 promoter luciferase signal; SK-MEL-5 TRPM1 promoter luciferase, 24 h; inhibition, % at 12.5 µM; 330,000 compounds, 0.83% hits; AID 488899;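 active means mean inhibition across replicates of 60% or more, whatever share of single replicates reaches that level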; further: values of inactives mirror those of a sister screen read the other way
Shn3 3UTR inh: reduces Shn3 3'UTR luciferase signal in osteoblasts | 360,000 compounds, 0.52% hits | inhibition, % at 12.5 µM | Clone20 osteoblast Shn3 3'UTR firefly luciferase, 24 h;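 active means mean inhibition of at least 75% with every replicate also reaching 75%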;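 further: 0% = median of neutral control wells and 100% = pilot-screen positive control compound; some compounds past the cut are filed as inactive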
LMP1 NFkB inh: Epstein-Barr LMP1 NF-kappaB reporter inhibition; 350,000 compounds, 0.69% hits; inhibition, % at 12.5 µM; LMP1-induced NF-kappaB luciferase reporter cells, luminescence; in the data active means inhibition above about 41%;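 further: 0% = neutral control wells and 100% = reference inhibitor control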
hiPSC survival: enhancers of human iPSC single-cell survival | hiPSC single-cell survival, ATPlite luminescence; 100% = ROCK inhibitor wells, 0% = DMSO | survival enhancement, % at 20 µM | 360,000 compounds, 0.044% hits; in the data active means survival enhancement above about 18%;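 further: cells exposed to compounds for 16 hours before the ATP read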
CF NFkB inh: blocks PAF-induced NF-kB reporter in cystic fibrosis cells; KKLEB NF-kB-GFP reporter, GFP fluorescence overnight; inhibition, % at 5 µM; 360,000 compounds, 0.86% hits;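 active means at least 50% inhibition at 5 µM, scaled per plate between neutral and stimulator controls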;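 further: PAF is a Pseudomonas aeruginosa culture filtrate used as stimulus; plate controls were PAF-stimulated DMSO wells for no effect and unstimulated DMSO wells for full effect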
TRAIL sens C8: caspase-8 TRAIL sensitization; 360,000 compounds, 1% hits; inhibition (viability loss, TRAIL sensitization), % at 10 µM; NB7+C8 cells + TRAIL, ATPlite viability luminescence; AID 624354;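 active means compounds causing at least 50% loss of cell viability in the single-dose screen, relative to plate controls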
HIF-2a block: HIF-2a inhibition; 786-0 RCC cells HIF-2a reporter, luciferase luminescence, overnight; inhibition, % at 18.8 µM; 360,000 compounds, 0.72% hits;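 active means inhibition of the luminescence signal of 40% or more relative to plate controls, in a single-dose primary screen at 18.75 µM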
Numbers without * were called inactive; . = not tested or not shown. This is a subset. The share of hits here may be higher or lower than overall.

SMILES	NR2E3 ag-1	NR2E3 ag-2	Peg3 prom inh	KKLEB cytotox	MITF TRPM1 inh	Shn3 3UTR inh	LMP1 NFkB inh	hiPSC survival	CF NFkB inh	TRAIL sens C8	HIF-2a block
CCc1ccc(C2CC(c3cccc(OC)c3)n3nc(N)nc3N2)cc1 (stereo not given)	-10	-1	-1	16	-15	-3	-4	-2.7	-29	-6	10
S=c1[nH]nc(CN2CCCCC2)n1-c1ccc(Cl)cc1	-14	1	-2	1	-5	8	1	-0.5	-10	-12	5
CCCCCCn1c(=O)[nH]c2nc3cc(N)c(C)cc3nc2c1=O	19	.	6	1	-5	-4	6	-2.6	-50	8	-23
COc1ccc(-n2cnc3cc([N+](=O)[O-])ccc32)cc1	-31	.	-43	3	-24	-22	-5	-0.1	7	1	-64
CCC(C)(C)NC(=O)C(c1ccc(OC)cc1)N(C(=O)CCC(=O)Nc1cc(C)on1)c1ccccc1OC (stereo not given)	-2	3	21	23	-6	5	7	-0.7	-6	-10	13
CCOc1ccc(N(CC(=O)NC2CCCCCC2)S(=O)(=O)c2c(C)[nH]c(=O)[nH]c2=O)cc1	19	5	8	-7	-6	-10	-3	3.2	17	12	8
O=C(Cc1cccc(NC(=O)C2CCCN(C(=O)C3CCCC3)C2)c1)Nc1cccc(C(=O)N2CCCCC2)c1 (stereo not given)	-22	.	5	13	-12	2	0	-1.5	-19	6	13
CC1CCC(NC(=O)c2cc(C3CC3)nn2-c2ccccc2)CC1 (stereo not given)	16	0	-31	6	5	8	1	0.6	-7	-13	-72
O=C(Cc1ccccc1Cl)Nc1ccc(S(=O)(=O)N2CCOCC2)cc1	4	2	-3	20	0	-102	5	0.5	-11	-14	-3
CC[n+]1ccccc1/C=C/Nc1ccccc1	-13	-4	24	6	6	-13	-4	-1.0	12	3	16
O=C(CN1C(=O)C2CC=CCC2C1=O)Nc1ccc(S(=O)(=O)NC2=NCCCCC2)cc1 (stereo not given)	-16	-1	19	0	-4	-2	-2	-2.4	-2	-10	2
CC(=O)Oc1ccc2c(C)c(CC(C)O)c(=O)oc2c1 (stereo not given)	-1	4	9	-1	-4	1	10	-2.9	1	0	8
CN(c1ccc(C(=O)O)cc1)S(=O)(=O)c1ccccc1	-8	2	1	-14	-9	-19	0	2.7	-9	-2	11
CCOC(=O)NC(=O)COC(=O)c1ccc(O)cc1	1	-4	4	8	6	-23	-6	-2.7	7	-1	9
Cc1ccc(S(=O)(=O)/N=C(\N)Nc2nc(C)c3ccc(C)cc3n2)cc1	-5	2	11	7	-26	15	-2	2.5	-19	-3	-27
CCn1nc(C)c(Br)c1Nc1ccc(Br)cc1	-18	0	27	-1	-6	40	-2	-0.2	-7	-4	8
COC(=O)c1cnc(N2CCCN(S(=O)(=O)c3ccccc3)CC2)nc1C(F)(F)F	-11	4	15	-7	-2	13	4	-0.2	9	5	23
COc1cc(CN2CCNC(=O)C2CC(=O)NC2CCCC2)cc(OC)c1 (stereo not given)	-21	2	15	13	5	-28	-1	0.0	6	-22	6
Cc1cccc(NC(=O)CSCc2c(C)noc2C)c1C	-10	-3	4	-2	5	-3	-10	5.8	-14	-1	8
O=C(Nc1ccc(F)cc1)N(Cc1ccco1)Cc1cc2cc3c(cc2[nH]c1=O)OCO3	-28	2	29	11	3	26	-1	-2.1	-18	-11	9

Shown as a markdown table: 4 of the compounds above.
| structure | NR2E3 ag-1 | NR2E3 ag-2 | Peg3 prom inh | KKLEB cytotox | MITF TRPM1 inh | Shn3 3UTR inh | LMP1 NFkB inh | hiPSC survival | CF NFkB inh | TRAIL sens C8 | HIF-2a block |
| --- | --- | --- | --- | --- | --- | --- | --- | --- | --- | --- | --- |
| CCOC(=O)NC(=O)COC(=O)c1ccc(O)cc1 | 1 | -4 | 4 | 8 | 6 | -23 | -6 | -2.7 | 7 | -1 | 9 |
| Cc1ccc(S(=O)(=O)/N=C(\N)Nc2nc(C)c3ccc(C)cc3n2)cc1 | -5 | 2 | 11 | 7 | -26 | 15 | -2 | 2.5 | -19 | -3 | -27 |
| CCn1nc(C)c(Br)c1Nc1ccc(Br)cc1 | -18 | 0 | 27 | -1 | -6 | 40 | -2 | -0.2 | -7 | -4 | 8 |
| COC(=O)c1cnc(N2CCCN(S(=O)(=O)c3ccccc3)CC2)nc1C(F)(F)F | -11 | 4 | 15 | -7 | -2 | 13 | 4 | -0.2 | 9 | 5 | 23 |

(list continues)
SMILES	NR2E3 ag-1	NR2E3 ag-2	Peg3 prom inh	KKLEB cytotox	MITF TRPM1 inh	Shn3 3UTR inh	LMP1 NFkB inh	hiPSC survival	CF NFkB inh	TRAIL sens C8	HIF-2a block
Cc1ccc(-c2csc3nc4cc(C(=O)NC5CCC(O)CC5)ccc4c(=O)n23)cc1 (stereo not given)	-22	10	36	7	2	1	7	0.4	-6	2	7
COc1ccc(-n2nc3c(c2NC(=O)C2CC(=O)N(c4ccccc4)C2)CS(=O)(=O)C3)cc1 (stereo not given)	-3	3	5	-1	3	-1	9	0.6	11	-20	11
CCOC(=O)C1(C)CCCCN1C(=O)c1ccoc1 (stereo not given)	-9	.	-9	10	.	-9	.	-1.1	-1	-25	6
Cc1cc(C)c(C#N)c(SCCS(=O)(=O)c2ccc(C(C)(C)C)cc2)n1	-11	2	8	-2	16	58	4	-0.8	14	9	7
CCCCN1CCc2c1nc1ccc(Br)cc1c2N	-18	3	31	-3	66*	20	2	-1.9	-39	7	-75
N#CCCN(CCC#N)c1nncs1	-4	-2	5	0	4	1	0	8.5	-7	-2	14
O=C(CCS(=O)(=O)c1ccc2c(c1)NC(=O)CS2)NCCc1ccc(Cl)cc1	-20	2	20	8	6	2	-3	-0.3	0	-4	11
Cc1cccc(C(=O)NC2C(=O)NNC2c2ccc(Cl)cc2)c1 (stereo not given)	-20	7	5	4	5	10	5	-2.3	-4	-1	7
CCN(C(=O)COC(=O)Cn1cnc2c1c(=O)n(C)c(=O)n2C)C1CCS(=O)(=O)C1 (stereo not given)	15	-2	14	-10	-14	2	1	-0.2	26	-7	4
CCC(=O)Nc1ccc(N2CCCCC2)c(C(=O)Nc2ccccc2C)c1	-76	2	-24	9	3	4	-9	0.7	6	-21	-59
Oc1ccc(Br)cc1-c1cc(-c2ccc(Cl)cc2)n[nH]1	-51	0	-54	3	5	-9	-20	-1.6	11	11	-150
Cc1ccc(S(=O)(=O)n2cnc3cc([N+](=O)[O-])ccc32)cc1C	1	-1	8	-1	-15	-22	3	-0.2	6	-10	7
CCN(CC)CCN(C(=O)C1=COCCO1)c1nc2c(OC)ccc(OC)c2s1	-23	-3	0	-6	1	-5	7	-0.3	-16	-25	1
Cc1ccc(S(=O)(=O)/N=S(\C)C(C)C)cc1 (stereo not given)	7	0	20	11	-3	2	-2	0.5	6	-10	15
O=C(CSc1nc(=O)n2ccccc2n1)Nc1cccc2ccccc12	-22	1	6	11	19	-2	-5	-0.3	-12	-14	-9
CC(C)(CC(=O)O)CC(=O)O	-13	5	4	7	6	19	-3	1.3	-7	10	4
O=C(CCCC(=O)c1ccccc1)NCCc1ccccc1	8	0	11	4	-2	-8	-4	-0.1	-13	-1	8
OC(c1ccc(-c2ccccc2)cc1)c1ncc(-c2ccc(F)cc2)[nH]1 (stereo not given)	10	.	23	10	.	-8	.	-2.0	-1	-16	12
CCc1ccc(CN2CCC(n3nccc3NC(=O)c3ccccc3C)CC2)cc1	2	2	10	-2	6	-1	5	-0.3	4	13	7
COc1ccc(C(=O)OC(C(=O)c2ccccc2)c2ccccc2)cc1 (stereo not given)	2	1	11	5	-1	10	-14	-0.6	-17	6	-4
COc1ccc(NC(=O)CN2C(=O)C(C)Oc3ccccc32)cc1 (stereo not given)	13	-2	-5	4	-8	-41	-3	-1.3	-3	-10	3
CCC(C)(C)n1nnnc1CN1CCC(NC(=O)c2ccc(Br)cc2)CC1	-4	2	14	4	9	22	-5	2.5	8	2	23
O=C(C[n+]1cccc(CNC(=O)c2ccc(OC(F)F)cc2)c1)Nc1ccc(F)cc1	-5	1	17	3	-4	3	2	-0.7	-8	-3	13
Cc1cc(NC(=O)c2ccccc2F)nc2c1c(=O)oc1ccccc12	-19	0	8	14	6	11	1	2.4	-39	3	8
C=C(C)C1CC=C(C)/C(=N\NC(=O)CCC(=O)Nc2ccc(C)c(C)c2)C1 (stereo not given)	-22	-2	12	7	7	17	-1	-0.5	-32	21	13
Cn1cc(C(=O)c2ccccc2)cc1-c1nc2ccccc2n1C	-12	-3	-35	0	9	-1	-10	1.4	-4	13	-53
COc1ccccc1N(C)S(=O)(=O)c1ccc(C(=O)OCC(=O)NCC(F)(F)F)cc1	-14	1	13	2	7	-33	-6	5.3	4	5	-5
CC(Sc1nnc(-c2ccccc2F)o1)C(=O)Nc1ccc(N2CCOCC2)cc1 (stereo not given)	1	.	-130	3	-33	-9	-14	0.4	0	-5	-96
O=C(Oc1ccc(F)cc1)c1ccc2c(=O)n3c(nc2c1)CCC3	-7	2	-2	-17	-3	2	4	0.1	-12	-2	3
O=S(=O)(NC1=NCCCCC1)c1ccccc1Cl	-23	1	1	10	-4	1	-2	0.4	-3	1	14
Cc1ccc(N=C2NC(=O)/C(=C/c3cccn3C)S2)c(C)c1	2	1	0	0	-8	9	-2	-0.5	-14	-10	-70
O=C(O)c1ccc2c(c1)C(=O)N(C(Cc1ccccc1)C(=O)O)C2=O (stereo not given)	-16	-1	-2	-2	1	-13	0	3.4	22	2	11
Cc1cn([C@H]2C[C@H](O)[C@@H](CCC(=O)NCc3cccc4ccccc34)O2)c(=O)[nH]c1=O	4	.	-20	-20	.	-1	.	-0.6	20	-7	15
CCOc1ccc(CCNC(=O)c2nccnc2C(=O)O)cc1OCC	-2	-1	13	20	-1	13	-10	-0.5	-8	-1	2
CS(=O)(=O)N1N=C(c2ccc(Br)cc2)CC1c1cccs1 (stereo not given)	-45	4	-221	3	-23	-65	-32	-0.2	-2	7	-206
CC(=O)c1ccc(OCC(=O)Nc2ccc3nc(C)sc3c2)cc1	14	0	-15	8	-6	4	-2	-0.3	-20	-2	-3
O=C(Nc1cccc(S(=O)(=O)NCc2ccco2)c1)c1cccc(Cl)c1	-10	.	8	1	10	27	8	0.4	5	6	5
COC(=O)c1ccc(COC(=O)c2ccc(N(C)C)cc2)cc1	-122	4	-185	6	-29	-10	-14	1.6	-13	-30	-70
O=C(c1cccnc1)N1CCN(C(=O)c2cccc(Cl)c2)CC1	0	3	0	-4	-1	-5	12	1.6	-6	-7	11
CC(=O)OC[C@H]1O[C@@H](Oc2cc3ccc(=O)oc3cc2OC(C)=O)[C@H](OC(C)=O)[C@@H](OC(C)=O)[C@@H]1OC(C)=O	-5	.	-57	2	-24	10	6	-3.2	4	-3	-71
CCCCNc1nc(C)c(C(C)=O)cc1C#N	7	4	17	0	2	15	2	-0.6	6	-2	17
COC(=O)[C@H](C)NC(=O)c1cc2c(cn1)[nH]c1ccccc12	-37	-4	-48	3	2	8	4	0.2	-6	-8	-13
Cc1ccc2c(C)cc(=S)[nH]c2c1	-11	.	2	2	1	6	5	1.5	-9	-6	20
